# CCR6 antag – antagonists of human CCR6 receptor; P51684; CHO-K1 CCR6 PathHunter beta-arrestin, luminescence, CCL20-stimulated; inhibition, % at 20 µM; 340,000 compounds, 0.49% hits; AID 493098;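 active = compounds whose inhibition of the agonist-driven luminescence signal at 20 µM reaches about 50%, limit read from the data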;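 also: cells stimulated with CCL20 at 14 nM final; plate controls were DMSO with CCL20 for no effect and DMSO without agonist for full effect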
# APJ antagonist – antagonists of human APJ apelin receptor; CHO-K1 APJ beta-arrestin complementation, luminescence; inhibition, % at 20 µM; 330,000 compounds, 0.32% hits; AID 2521;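 active = inhibition above about 40% at 20 µM, limit read from the data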;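 also: cells challenged with 10 nM apelin-13 agonist together with compound; plate controls were apelin-13 plus DMSO wells for no effect and DMSO wells lacking apelin-13 for full effect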
# Target sequence (P35414 whole entry, looked up): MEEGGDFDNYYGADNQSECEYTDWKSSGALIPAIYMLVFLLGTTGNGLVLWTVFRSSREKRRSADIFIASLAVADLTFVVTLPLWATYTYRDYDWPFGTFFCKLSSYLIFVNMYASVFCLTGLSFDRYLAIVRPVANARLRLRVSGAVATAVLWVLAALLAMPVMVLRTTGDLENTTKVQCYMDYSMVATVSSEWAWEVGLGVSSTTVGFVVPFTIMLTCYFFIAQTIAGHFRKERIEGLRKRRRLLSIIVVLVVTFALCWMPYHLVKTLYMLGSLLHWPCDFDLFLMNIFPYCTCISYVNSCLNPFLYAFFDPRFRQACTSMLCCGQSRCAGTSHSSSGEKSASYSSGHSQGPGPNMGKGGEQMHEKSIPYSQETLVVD
# APJ agonist – agonists of human APJ apelin receptor; P35414; CHO-K1 APJ PathHunter beta-arrestin, luminescence; 0% DMSO wells, 100% apelin; activation, % at 20 µM; 330,000 compounds, 0.11% hits; AID 2520;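 active = activation more than six SD over the plate average, tested at 20 µM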;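 also: 0% = DMSO alone and 100% = apelin-13 at 10 nM; some results filed as inactive read as strong as hits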
#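 Assay system: engineered CHO-K1 APJ arrestin reporter cells; Amount: 1000 CHO-K1 reporter cells seeded per well; Dosing: one dose, 20 µM compound, 1% DMSO; Times: compound stimulation 90 min at 25 °C, detection 60 min; Measured by: luminescent beta-gal fragment complementation, chemiluminescent substrate; Read-out: APJ–arrestin association signal; Controls: DMSO vs Apelin-13 10 nM.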
# EBI2 block – antagonists of human EBI2 receptor. 360,000 compounds, 0.81% hits. inhibition, % at 5 µM. AID 651636. EBI2 beta-arrestin recruitment, luminescence, 7a,25-OHC stimulated. P32249; in the data active = inhibition above about 38%;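 also: enzyme fragment complementation signal reports receptor beta-arrestin coupling in cells; 0% = agonist plus DMSO wells and 100% = wells without agonist; some results beyond the cut were filed as inactive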
# Target sequence (P32249 whole entry, looked up, the tested form may be a part): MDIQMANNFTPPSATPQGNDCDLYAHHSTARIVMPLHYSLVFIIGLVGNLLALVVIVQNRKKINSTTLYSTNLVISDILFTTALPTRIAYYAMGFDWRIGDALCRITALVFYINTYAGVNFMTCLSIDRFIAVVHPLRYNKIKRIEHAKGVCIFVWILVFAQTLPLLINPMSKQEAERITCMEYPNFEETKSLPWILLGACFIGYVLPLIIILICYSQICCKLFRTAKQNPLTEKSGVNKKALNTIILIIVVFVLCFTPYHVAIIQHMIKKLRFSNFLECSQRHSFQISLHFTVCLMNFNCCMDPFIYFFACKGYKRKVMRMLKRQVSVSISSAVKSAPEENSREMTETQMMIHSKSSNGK
# ATG4B inhibitor – inhibitors of human ATG4B cysteine protease. Q9Y4P1. ATG4B cleavage of LC3-PLA2, NBD-HPC fluorescence, 1 h. inhibition, % at 8.33 µM. 340,000 compounds, 0.51% hits. AID 504462; in the data active = inhibition above about 40%
# CXCR6 block – CXCR6 (human) receptor inhibition. 360,000 compounds, 0.36% hits. inhibition, % at 20 µM. CHO-K1 PathHunter CXCR6 beta-arrestin, luminescence. O00574; in the data active = inhibition above about 34%, passing the limit was not always enough;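 also: antagonist mode with CXCL16 agonist at 10 nM final; 0% = 10 nM CXCL16 with DMSO and 100% = unstimulated wells without agonist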
# UBC13 polyUb – human UBC13 polyubiquitination inhibition | P61088 | UBC13 polyubiquitin chain formation, TR-FRET | inhibition, % at 20 µM | 330,000 compounds, 0.47% hits | AID 485273; in the data active = inhibition above about 45%, passing the limit was not always enough
# Target sequence (P61088 whole entry, looked up): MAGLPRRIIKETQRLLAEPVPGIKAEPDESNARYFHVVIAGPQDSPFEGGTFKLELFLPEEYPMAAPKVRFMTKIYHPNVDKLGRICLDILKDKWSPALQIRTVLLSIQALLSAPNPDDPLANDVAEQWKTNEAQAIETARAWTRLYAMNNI
# Gli-Sufu antag – antagonists of Gli-Sufu signaling; 340,000 compounds, 0.74% hits; AID 588413; inhibition, % at 5 µM; Sufu-KO-LIGHT fibroblasts, Gli luciferase reporter luminescence;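 active = inhibition above about 55%, limit read from the data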;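 also: 0% = DMSO-treated cells and 100% = wells with medium but no cells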
# Numbers without * were called inactive; . = not tested or not shown.
# The first 2 compounds, to show the layout:
SMILES,CCR6 antag,APJ antagonist,APJ agonist,EBI2 block,ATG4B inhibitor,CXCR6 block,UBC13 polyUb,Gli-Sufu antag
O=C(CNC(=O)c1ccc(Br)cc1)NCC(=O)OCC(=O)c1ccc(F)cc1,-6,6,-2,7,-4,-6,4,0
O=C(O)c1ccccc1C(=O)Nc1ccc(-n2nccc2C(F)(F)F)cc1,0,13,-4,-8,-3,-9,4,10

# The whole of this part, repeating the preview:
SMILES,CCR6 antag,APJ antagonist,APJ agonist,EBI2 block,ATG4B inhibitor,CXCR6 block,UBC13 polyUb,Gli-Sufu antag
O=C(CNC(=O)c1ccc(Br)cc1)NCC(=O)OCC(=O)c1ccc(F)cc1,-6,6,-2,7,-4,-6,4,0
O=C(O)c1ccccc1C(=O)Nc1ccc(-n2nccc2C(F)(F)F)cc1,0,13,-4,-8,-3,-9,4,10
N/C(Cc1ccc([N+](=O)[O-])cc1)=N\OC(=O)c1ccc2ccccc2c1,-21,-108,8,11,-12,-9,4,4
CC(OC(=O)c1ccncc1)C(=O)Nc1ccc([N+](=O)[O-])cc1Cl (configuration not stated),10,7,2,2,-7,1,-18,-3
CCOc1ccc(S(=O)(=O)Nc2cccc(C(=O)NCC3CCCO3)c2)cc1 (configuration not stated),-1,8,2,5,-4,-7,9,26
S=C(NN=C1CCCCCC1)Nc1ccc(Cl)cc1,13,18,-4,3,8,4,-16,-8
CC1Cc2nc(SCC(=O)OCc3ccccc3)n(C)c(=O)c2S1 (configuration not stated),18,10,-9,4,-10,-4,8,1
COc1ccc(C(=O)CN2CCN(S(=O)(=O)c3cccc([N+](=O)[O-])c3)CC2)cc1,-19,7,0,5,-13,-11,-31,10
CCOC(=O)c1ccc(NC(=O)CN2C(=O)NC3(CCCCCC3)C2=O)cc1,7,2,0,14,-10,0,-5,-29
Cc1cccc(OCc2nnc(SCC(=O)N(C(C)C)C(C)C)n2Cc2ccco2)c1C,16,-6,-3,10,-4,8,-5,1
CCOC(=O)Cc1csc(NC(=O)c2ccc(S(=O)(=O)N(CCOC)CCOC)cc2)n1,16,2,-3,5,-4,-11,-5,-6
O=C(c1ccccc1)c1cc2ccc(O)cc2oc1=O,-6,-4,-3,7,-8,-1,3,-2
O=c1[nH]c2ccccc2n1Cc1ccccc1,7,26,-3,-4,-6,3,5,-3
Cc1sc2ncnc(NCCc3ccc(S(N)(=O)=O)cc3)c2c1C,-5,29,3,1,-16,-9,13,-16
COc1cccc(NC(=O)Cn2c(CCC(=O)O)ccc2-c2ccc(C)cc2)c1,4,0,-3,7,-14,9,-4,-1
CCOC(=O)c1sc(NC(=O)CCc2ccccc2)nc1C,12,-16,-1,6,0,1,-14,-16
O=C(NCc1cccnc1)C(=O)Nc1cc2c3c(c1)CC(=O)N3CCC2,5,-15,10,-3,0,0,-2,0
Clc1ccc(-c2nnc(C3CCCCC3)o2)cc1,3,-3,-5,18,1,-5,9,-36
N=C1S/C(=C\c2cn[nH]c2-c2ccc(F)cc2)C(=O)N1c1ccccc1F,1,-8,0,16,30,-6,-34,-62
Cc1ccc(N2CCN(C(=S)Nc3ccc(Cl)cc3)CC2)cc1,-3,1,-3,-6,1,-2,-11,.
CC1CCCCN1C(=O)CSc1nnc(-c2ccccc2F)o1 (configuration not stated),21,-4,-3,-13,-7,0,6,-55
CC(O)CNCCCOc1cccc(C(F)(F)F)c1 (configuration not stated),0,11,2,-12,-1,5,-6,28
COc1ccccc1OCCC(=O)OCC(=O)Nc1cccc(Br)c1,-1,-15,-1,-4,-12,9,7,-14
O=C(CN1C(=O)C2C3CC(C(Br)C3Br)C2C1=O)Nc1ccc(C(=O)O)cc1 (configuration not stated),1,2,-4,-7,3,-8,4,-11
COc1ccc(OC)c(C(=O)COC(=O)COc2ccccc2)c1,17,7,-3,0,2,3,-3,28
CCOc1ccc(C(=O)N/N=C/c2ccccc2[N+](=O)[O-])cc1,2,-8,5,-7,-4,1,4,-82
COc1ccc(NC(=O)c2ccccc2NC(=O)CSc2ccccc2)cc1,1,-3,-2,3,6,4,-4,-44
OCCN1CCN(CC/C=C2/c3ccccc3CSc3ccccc32)CC1,12,7,4,5,-7,10,8,6
CC(C)N(C(=O)COC(=O)CCC(=O)c1cccs1)c1ccccc1,15,-2,-1,7,-2,2,17,-5
Cc1ccc(S(=O)(=O)n2cccc2CO)cc1,2,10,-5,-8,1,-9,7,4
CCN(C(=O)CN1C(=O)c2ccc([N+](=O)[O-])cc2C1=O)C1CCS(=O)(=O)C1 (configuration not stated),-4,-2,-3,-2,0,1,-5,1
COc1ccc(/C(N)=N/OC(=O)CN(C)S(=O)(=O)c2ccc(C)cc2)cc1,-9,.,.,9,-6,-17,.,0
c1ccc(C2OC3c4cccc5cccc(c45)C3N2c2ccccc2)cc1 (configuration not stated),-2,19,-3,0,13,-5,4,-11
O=c1cnnc(Nc2cccc(F)c2)[nH]1,-6,-15,7,-8,6,3,-7,-3
CCCC(=O)Nc1ccc(C(=O)NCCc2ccc(F)cc2)cc1,5,-2,-1,-7,-5,-4,-4,-7
CC(=O)OCC1OC(Sc2cccc3cccnc23)C(OC(C)=O)C(OC(C)=O)C1OC(C)=O (configuration not stated),20,0,4,12,-7,23,1,-18
CCCC(C(=O)NC1CCCC1)N(Cc1ccccc1)C(=O)c1snc(C(N)=O)c1N (configuration not stated),10,10,0,10,-6,4,21,9
COc1ccc([C@H]2CC(=O)C=C(c3cccc(OC)c3)C2)cc1,11,17,-3,34,0,1,17,-11
COc1ccccc1/C=C/C(=O)OCC(=O)c1cc(C)n(C)c1C,16,-1,-4,-1,13,1,5,-2
CCOc1ccc(-n2c(Cc3cc(=O)[nH]c(=O)[nH]3)nnc2SCC(=O)OC)cc1,0,8,-4,-11,7,6,2,2

# A portion from the list above:
SMILES,CCR6 antag,APJ antagonist,APJ agonist,EBI2 block,ATG4B inhibitor,CXCR6 block,UBC13 polyUb,Gli-Sufu antag
CCN(C(=O)CN1C(=O)c2ccc([N+](=O)[O-])cc2C1=O)C1CCS(=O)(=O)C1 (configuration not stated),-4,-2,-3,-2,0,1,-5,1
COc1ccc(/C(N)=N/OC(=O)CN(C)S(=O)(=O)c2ccc(C)cc2)cc1,-9,.,.,9,-6,-17,.,0
c1ccc(C2OC3c4cccc5cccc(c45)C3N2c2ccccc2)cc1 (configuration not stated),-2,19,-3,0,13,-5,4,-11
O=c1cnnc(Nc2cccc(F)c2)[nH]1,-6,-15,7,-8,6,3,-7,-3
CCCC(=O)Nc1ccc(C(=O)NCCc2ccc(F)cc2)cc1,5,-2,-1,-7,-5,-4,-4,-7
CC(=O)OCC1OC(Sc2cccc3cccnc23)C(OC(C)=O)C(OC(C)=O)C1OC(C)=O (configuration not stated),20,0,4,12,-7,23,1,-18
CCCC(C(=O)NC1CCCC1)N(Cc1ccccc1)C(=O)c1snc(C(N)=O)c1N (configuration not stated),10,10,0,10,-6,4,21,9
COc1ccc([C@H]2CC(=O)C=C(c3cccc(OC)c3)C2)cc1,11,17,-3,34,0,1,17,-11
COc1ccccc1/C=C/C(=O)OCC(=O)c1cc(C)n(C)c1C,16,-1,-4,-1,13,1,5,-2
CCOc1ccc(-n2c(Cc3cc(=O)[nH]c(=O)[nH]3)nnc2SCC(=O)OC)cc1,0,8,-4,-11,7,6,2,2

# The listing continues:
SMILES,CCR6 antag,APJ antagonist,APJ agonist,EBI2 block,ATG4B inhibitor,CXCR6 block,UBC13 polyUb,Gli-Sufu antag
O=C1NC(=O)C(c2ccc(Cl)cc2)N1 (configuration not stated),35,21,-4,-12,6,11,0,-3
CCNC(=O)N(CC)C[C@H]1N[C@@](C)(C(=O)OC)[C@H]2C(=O)N(C)C(=O)[C@@H]12,-13,2,-3,-5,9,-3,9,-1
COc1ccc(C2=NN(c3ccccc3)C(c3cn(CCC(=O)O)nc3-c3ccccc3)C2)cc1 (configuration not stated),8,2,-2,5,7,-1,17,-1
Cc1cc(C)c(C)c(Cn2c(CO)nc3ccccc32)c1C,-2,17,-2,7,10,-16,9,41
CCCc1cc(C(=O)NC2CCCN(Cc3ccccc3F)C2)no1 (configuration not stated),6,15,-5,-1,2,6,7,19
Cc1cc2c(cc1C)N(Cc1ccccc1)C1=NCCCN12,19,-1,0,6,8,2,4,21
Nc1ccc(S(=O)(=O)Nc2ccc(C(=O)c3ccccc3)cc2)cc1,-7,-10,-2,-4,-5,-10,-4,0
CC(C)Cn1c(N)c(C(=O)CSc2nnc(-c3ccco3)n2C)c(=O)n(C)c1=O,2,6,-2,-4,7,-10,-1,1
O=S(=O)(c1ccc(SCc2ccccc2)nc1)N1CCCC1,20,-7,-1,5,8,0,-2,-2
O=C(Cn1cnc2ccccc21)OCC(=O)N1CCCc2ccccc21,12,-9,0,-3,-11,2,2,1
Cc1ccc(NC(=O)C(OC(=O)c2cnc(C)cn2)c2ccccc2)c([N+](=O)[O-])c1 (configuration not stated),10,-5,3,-1,-4,6,-3,4
Cc1ccc(C(=O)Nc2ccc(N3CCOCC3)cc2)cc1S(=O)(=O)N1CCCCC1,9,8,-1,8,-8,-8,6,3
O=C(Nc1nnc(SCc2ccccn2)s1)C1CC(=O)N(c2ccccc2)C1 (configuration not stated),2,12,-3,-6,8,-4,7,3
COc1cccc(N2CCN(C(=O)/C=C/c3ccco3)CC2)c1,5,4,0,6,-1,6,-8,-18
N#CCCN(C(=O)COC(=O)c1cc(S(=O)(=O)N2CCOCC2)ccc1Cl)c1ccc(F)cc1,-6,2,-2,-9,-11,-1,1,5
COc1ccc(CCNC(=O)CCNC(=O)c2ccc([N+](=O)[O-])cc2)cc1,-10,-10,-2,4,9,-11,-8,4
CC1(C)C2CCC1(C)C(SC(=N)N)C2 (configuration not stated),2,.,.,-3,-8,2,.,1
COc1ccc(Br)cc1C1Nc2ccccc2C(=O)N1NC(=O)c1ccncc1 (configuration not stated),-10,-12,4,1,-6,-4,-6,0
COCCCNC(=O)C(=O)N/N=C/c1cc2c(cc1Br)OCO2,6,-19,-4,1,7,-10,-7,-5
CS(=O)(=O)Nc1ccc(C(=O)NCc2ccccn2)cc1,-2,-12,-4,1,4,7,-5,-14
CCCCn1c(=S)[nH]c2cc(S(=O)(=O)N3CCCCC3)ccc21,-3,-5,3,-1,-12,14,5,-26
Cc1n[nH]c(=O)c2c(NC(=O)COC(=O)COc3cccc(Br)c3)oc(C)c12,8,12,3,4,-2,0,3,-4
O=C(NC1CCCCC1)N1CCN(c2ccccc2)CC1,8,3,-3,4,-4,1,6,8
CC1CCCC(C)N1C(=O)CSc1nnnn1C1CCCC1 (configuration not stated),14,0,-2,-12,-1,-2,6,22
O=C(CC1SC(=Nc2ccccc2)N(CCCO)C1=O)Nc1ccc(Cl)cc1 (configuration not stated),1,-1,2,7,-13,2,4,3
Cc1ccc(-n2nc3c(c2NC(=O)c2ccc4c(c2)OCO4)CS(=O)(=O)C3)cc1C,7,1,-5,15,0,4,-1,-4
Cc1csc(SCCn2c(Br)nc3c2c(=O)[nH]c(=O)n3C)n1,6,19,0,-4,2,-4,5,3
Cc1ccc(NS(=O)(=O)c2ccc3c(c2)n(C)c(=O)n3C)cc1C,7,-5,2,4,-5,-13,5,18
CCC12CN(C(=O)c3ccc([N+](=O)[O-])cc3)CC(CC)(CN(C(=O)c3ccc([N+](=O)[O-])cc3)C1)C2=O,7,-1,-4,3,-4,-14,4,5
Cc1ccc(CNC(=O)CN2C(=O)C3(OCCCO3)c3ccccc32)cc1,7,3,-5,-13,-3,1,12,2
CC(=O)Oc1ccc(C(=O)[C@H]2[C@H]3C(=O)N(c4ccccc4)C(=O)[C@H]3[C@@H]3C=CC=NN32)cc1,-4,6,-1,-5,-4,-4,-23,-12
